Source: PubChem BioAssay (National Center for Advancing Translational Sciences (NCATS))
L3MBTL1 block: blocks human L3MBTL1; Q9Y468; AlphaScreen L3MBTL1–H3K9me1 peptide binding; Potency, µM (top dose mostly 57.1 µM), for inactives: at the top dose activity, negative = inhibition, hits mostly inhibitors; 0.66% of 230,000 active; active = well fitted inhibition curve with a large enough effect; inconclusive = small, poorly fitted or top-dose-only effect; inactive = no such curve, though single readings can be large or run the other way; also: nearly all actives have a fitted effect of over 60% in size
Target sequence (Q9Y468 whole entry, looked up): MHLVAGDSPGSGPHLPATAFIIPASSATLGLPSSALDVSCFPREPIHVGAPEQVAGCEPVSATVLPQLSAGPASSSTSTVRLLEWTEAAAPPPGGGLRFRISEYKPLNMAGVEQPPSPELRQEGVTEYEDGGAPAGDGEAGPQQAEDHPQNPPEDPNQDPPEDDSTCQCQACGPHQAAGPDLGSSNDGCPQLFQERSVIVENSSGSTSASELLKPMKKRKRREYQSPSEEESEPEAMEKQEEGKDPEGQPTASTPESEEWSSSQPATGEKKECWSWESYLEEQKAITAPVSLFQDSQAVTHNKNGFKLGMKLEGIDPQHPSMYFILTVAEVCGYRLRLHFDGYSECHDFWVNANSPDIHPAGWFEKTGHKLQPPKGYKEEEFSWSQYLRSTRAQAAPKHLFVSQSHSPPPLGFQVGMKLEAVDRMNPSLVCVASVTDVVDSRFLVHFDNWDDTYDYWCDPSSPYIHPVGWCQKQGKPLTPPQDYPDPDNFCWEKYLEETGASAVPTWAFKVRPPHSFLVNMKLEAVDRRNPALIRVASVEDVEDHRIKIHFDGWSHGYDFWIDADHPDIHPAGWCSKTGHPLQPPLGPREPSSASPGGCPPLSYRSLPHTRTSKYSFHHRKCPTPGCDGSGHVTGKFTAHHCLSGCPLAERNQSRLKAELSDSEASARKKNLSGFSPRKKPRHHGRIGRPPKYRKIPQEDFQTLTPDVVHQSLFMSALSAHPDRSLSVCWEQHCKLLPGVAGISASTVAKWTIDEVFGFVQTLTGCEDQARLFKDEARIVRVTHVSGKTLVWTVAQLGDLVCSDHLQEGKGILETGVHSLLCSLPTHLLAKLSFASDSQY
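L3MBTL1 50 nM + b-AHA-H3(1-15)K9me1 75 nM, 30 min RT; compound added, 30 min RT; streptavidin donor/Ni-chelate acceptor beads 10 ug/mL each final, 30 min RT dark; AlphaScreen read.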
* marks the source's active call; other numbers are inactive results; ? = inconclusive; [ ] = remark or other dose. % is scaled to controls: 0 for no effect and ±100 for the full control effect; potency is read from the fitted curve at half-maximal effect.

SMILES	L3MBTL1 block
CC(Oc1ccc(Br)cc1)C(=O)NNC(=O)CCN1CCN(c2ccccc2)CC1 (configuration not stated)	2%
CCNC(=S)NNc1nnc(-c2ccccc2)c(-c2ccccc2)n1	0%[2.29 µM]
CCOc1ccccc1NC(=O)c1cccc(NC(=O)C2CCCC2)c1	-5%
CCOc1ccccc1N1CCN(C(=O)c2ccc(S(=O)(=O)Nc3ccccc3)cc2)CC1	-9%
C[C@H](CO)N1C[C@H](C)[C@@H](CN(C)S(=O)(=O)c2cccs2)Oc2ccc(NC(=O)C3CC3)cc2C1=O	3%
Cc1ccc(-n2ncc3c(=O)[nH]c(SCC(=O)N4CC(=O)Nc5ccccc54)nc32)cc1	2%
O=C(c1ccc(F)cc1)C1CCN(C(=O)c2c(F)cccc2F)CC1	6%
Cc1cccc(C)c1OCC(=O)NCC1COc2ccccc2O1 (configuration not stated)	6%
CCc1noc(C)c1C(=O)OCC(=O)N(C)c1c(N)n(Cc2ccccc2)c(=O)[nH]c1=O	-2%
COc1cccc(CNC(=O)c2ccc(Cl)c(S(=O)(=O)N3CCOCC3)c2)c1	-11%
Cc1ccc(NC(=O)c2nc[nH]c2C(=O)NC2CCN(C(=O)OC(C)(C)C)CC2)cc1	5%
COc1ccc(-n2nc3cc(N)c(Br)cc3n2)cc1	2%[2.29 µM]
O=C1CCCN1c1ccc(C(=O)N(Cc2nnc(-c3ccccc3Cl)o2)C2CC2)cc1	2%
COc1cc2ccccc2cc1C(=O)Nc1nccs1	16%
Cc1ccc(C(=O)Oc2ccc3ccc(=O)oc3c2)cc1	4%
CN(C(=O)COC(=O)CCc1c[nH]c2ccccc12)c1ccccc1	-3%
O=C(CN1CCN(S(=O)(=O)c2ccc(C(F)(F)F)cc2)CC1)N1CCNC1=O	0%
O=C(NCc1ccccc1F)C1CCCN1C(=O)Nc1ccc(F)cc1 (configuration not stated)	-2%
CCN(CC(=O)Nc1ccc2c(c1)OCCO2)C(=O)C(C)Oc1ccc(Cl)cc1 (configuration not stated)	5%
CCc1ccc(C(=O)Nc2ccc(OC)c(S(=O)(=O)N3CCCCC3)c2)cc1	-2%
COc1cccc2sc(N3CCN(C(=O)c4cccs4)CC3)nc12	-11%
O=C(Cn1nnc(-c2ccccc2Cl)n1)N1CCCCC1	0%
CN(CC(=O)Nc1ccc(F)c(F)c1F)C(=O)C1CCN(C(=O)Nc2ccccc2)CC1	5%
COc1cccc(COC(=O)CSCC(=O)Nc2cccc(C)c2)c1OC	2%
CC(=O)c1ccccc1NC(=O)c1ccc(N2CCCC2=O)cc1	1%
Cc1cccc(C(=O)NC2CC3CCC(C2)N3C)c1 (configuration not stated)	3%
CCc1nnc(NC(=O)C2CSC3(C)CCC(=O)N23)s1 (configuration not stated)	9%
COc1ccc(S(=O)(=O)N(C)C[C@H]2Oc3ccc(NC(=O)Cc4cn(C)c5ccccc45)cc3C(=O)N([C@@H](C)CO)C[C@@H]2C)cc1	-3%
Cn1nnnc1Sc1ncnc2scc(-c3cccc(F)c3)c12	-2%
CC(=O)c1ccccc1OC(=O)COc1ccc([N+](=O)[O-])cc1	1%
Cc1ccccc1SCC(=O)NNC(=O)c1ccncc1	-14%
CC(=O)Nc1c(O)nc(SCC(=O)N2CCCCC2)[nH]c1=O	4%
COC(=O)CN1C(=O)[C@H]2[C@@H](c3ccc(C)o3)N3C(=O)CN(CC4CC4)C(=O)[C@@]3(Cc3ccccc3)[C@H]2C1=O	0%
Cc1c(Cl)cccc1NC(=S)NCCc1ccc(Cl)cc1	-5%
Cc1ccc(C)c(N2C(=O)CC(Cc3ccc(Cl)cc3)C2=O)c1 (configuration not stated)	-1%
COC(=O)c1cc(-c2ccc(Br)cc2)c2c(=O)n(C)c(=O)n(C)c2n1	-2%
CS(=O)(=O)N(CC(=O)N1CCCC1)c1ccccc1Br	0%[2.29 µM]
COc1ccc(C(=O)COC(=O)CCNS(=O)(=O)c2ccc(NC(C)=O)cc2)c(OC)c1	-1%
COc1ccc2c(COC(=O)[C@H](C)NS(=O)(=O)c3ccccc3F)cc(=O)oc2c1	-4%
CS(=O)(=O)N(Cc1cccc(CN(C(C(=O)O)c2ccccc2)S(C)(=O)=O)c1)C(C(=O)O)c1ccccc1 (configuration not stated)	9%
Cc1cc2c(cc1S(=O)(=O)NCCc1ccc(Cl)cc1)OCC(=O)N2	7%
CC(=O)c1ccc(NS(=O)(=O)c2ccc3c(c2)CCC(=O)N3)cc1	51%[activator]
CC1(C)CC(=O)C2=C(C1)c1c(ccc3ccccc13)NC2c1ccc(OCC(=O)O)cc1 (configuration not stated)	-17%
CCN(CC(=O)Nc1ccc(NC(C)=O)cc1)C(=O)c1cc(C)on1	7%
Cc1ccc(S(=O)(=O)NCC(=O)OCCOc2ccccc2F)cc1	42%[activator]
CC1CCC2(CC1)NC(=O)N(CC(=O)NC(C)c1ccc(F)c(F)c1)C2=O (configuration not stated)	3%
O=S(=O)(c1ccc(SCc2ccc(Br)cc2)nc1)N1CCOCC1	7%
O=C(NCCN1CCCCC1)Nc1ccc(Br)cc1	-1%
O=C(NC1CCCCCCC1)c1cccc(S(=O)(=O)N2CCOCC2)c1	4%
C[C@H](CO)N1C[C@H](C)[C@@H](CN(C)C(=O)Nc2ccccc2)Oc2ccc(NS(=O)(=O)c3ccccc3)cc2C1=O	-2%
COc1ccc(-c2cc3cc(F)ccc3cn2)cc1	5%
CC(C)CC(Nc1ncnc2scc(-c3ccccc3)c12)C(=O)O (configuration not stated)	15%
CCCCCCCN1C(Nc2ccccc2)=NC[C@@H]1CC(C)C	17%
CCOC(=O)C(Cc1ccccc1)C(=O)NCc1ccccc1 (configuration not stated)	-3%
COCCN(Cc1nc2ccccc2c(=O)[nH]1)C(=O)COc1cccc(C(C)=O)c1	5%
CN(Cc1ccccc1)C(=O)c1ccc(NC(=O)Cc2cccc([N+](=O)[O-])c2)cc1	-8%
C[C@H](CO)N1C[C@H](C)[C@@H](CN(C)C(=O)Nc2ccc3c(c2)OCO3)Oc2c(NC(=O)Nc3ccccc3)cccc2C1=O	-6%
COc1ccc(C(=O)Nc2nc(CC(=O)NCc3ccc(F)cc3)cs2)cc1	10%
COc1cc(CN2CCC(Cc3ccccc3)CC2)cc(OC)c1OC	3%
CCCNC(=O)c1ccc(N2CCC3(CC2)CC(c2cccc(Br)c2)=NO3)c(NC(=O)c2ccc(Cl)c([N+](=O)[O-])c2)c1	-9%

More compounds.
SMILES	L3MBTL1 block
CSc1ccccc1NC(=O)c1ccc(N2CCCC2=O)cc1	0%
CN1CCN(S(=O)(=O)c2cccc(C(=O)Nc3cc(C(F)(F)F)ccc3N3CCCCC3)c2)CC1	-12%
CCOc1ccc(NC(=O)CN(C)C(=O)c2cc(C)nc3ccccc23)cc1OCC	-6%
CN(Cc1ccccc1)C(=O)COC(=O)c1cc(=O)[nH]c2ccccc12	-1%
Cc1ccc(N2CCN(C(=S)Nc3ccccc3C)CC2)cc1	-3%[2.29 µM]
CC1(C)CC(=O)C=C(CN2C(=O)c3ccccc3C2=O)C1=O	1%
CCCC(C(=O)NCCC(C)C)N(Cc1ccc(OC)cc1)C(=O)c1snc(C(N)=O)c1N (configuration not stated)	-3%
O=C(c1ccccc1)N1CCN(c2ccc(N3CCOCC3)nn2)CC1	1%
COCCn1c(SC(C)C(=O)Nc2ccc(N3CCOCC3)cc2)nnc1-c1ccncc1 (configuration not stated)	-3%
Nc1c(N(CCC2=CCCCC2)C(=O)COc2ccc(F)cc2)c(=O)[nH]c(=O)n1Cc1ccccc1	-3%
COc1ccc(C(=O)NC2CCCc3ccccc32)cc1[N+](=O)[O-] (configuration not stated)	-3%
CC(C)(C)c1nnc2sc(SCC(=O)N3CCCCC3)nn2c1=O	-3%
O=C1c2ccc(-c3ccc(Cl)c(C(F)(F)F)c3)cc2S(=O)(=O)c2cccc(C(=O)N3CCN(c4ncc(Br)cn4)CC3)c21	-4%
COc1ccc(C)cc1NC(=O)CNC(=O)c1sc2ccccc2c1Cl	8%
O=C(O)COc1ccccc1/C=N/NC(=O)Cc1ccccc1	35%[activator]
N#Cc1ccccc1S(=O)(=O)N1CCN(C(=O)[C@@H]2CCCN2C(=O)c2cccs2)CC1	0%
O=C1COc2ccc(C(=O)COC(=O)/C=C/c3ccco3)cc2N1	?
CCn1nnc2cc(C(=O)Nc3cccc(S(=O)(=O)N(C)C)c3)ccc21	4%
CCCC(=O)Nc1ccc(S(=O)(=O)N2CCC(c3nc4ccccc4[nH]3)CC2)cc1	-9%
NC(=O)C1CCN(C(=O)CC(c2ccccc2)c2ccccc2)CC1	-6%
Cc1ccc(NC(=O)c2ccc(OCc3c(C)noc3C)cc2)cc1C	3%
CC(COS(N)(=O)=O)Cc1ccc(C(F)(F)F)cc1 (configuration not stated)	-6%
CC(OC(=O)CNC(=O)c1ccc(Cl)c([N+](=O)[O-])c1)C(=O)NCc1ccco1 (configuration not stated)	-1%
CC(=O)c1ccc(S(=O)(=O)NCC(=O)N2CCN(C/C=C/c3ccccc3)CC2)cc1	0%
O=C1C=CN2CCOCC2C1 (configuration not stated)	1%
Cc1cc(OCC(=O)NCCc2c[nH]c3ccccc23)c2c(C)c(C)c(=O)oc2c1	5%
Nc1ccc(NC(=O)CCN2CCOCC2)cc1	-4%
COc1ccc(S(=O)(=O)N2CCCCC2)cc1NC(=O)c1cncc(Br)c1	2%
Cc1nn(-c2ccc(F)cc2)c(Cl)c1C(=O)N(C)CC(=O)Nc1cccc(F)c1	5%
CCC(CC)NC(=O)C1CC(=O)N(CCc2ccc(F)cc2)C1 (configuration not stated)	4%
COc1ccccc1NC(=O)CSc1nnc(-c2ccoc2C)o1	-10%
COc1cc(C2NC(=O)N(C)C(C)=C2C(=O)OCc2ccccc2)cc(Br)c1O (configuration not stated)	2%
COc1ccc(N2CCN(C(=S)Nc3ccccc3)CC2)cc1	-8%
Cc1cccc(OCCC(=O)NNC(=O)c2ccoc2C)c1	0%
COc1cc(CNCc2cccc(OC)c2OC)cc(OC)c1	27%[2.29 µM]
Cc1ccc(NC(=O)COc2cccc(Oc3ccccc3)c2)cc1S(=O)(=O)N1CCOCC1	5%
CCN(CC(=O)NCc1cccs1)C(=O)CCC(=O)c1ccc(C)cc1	2%
COc1cccc2sc(N3CCN(C(=O)c4ccco4)CC3)nc12	-7%
N/C(=N\OC(=O)c1ccncc1)c1cccc([N+](=O)[O-])c1	2%[2.29 µM]
CN1CCN(S(=O)(=O)c2ccc(Oc3ccc(Br)cc3F)nc2)CC1	3%
O=C1CC[C@@H](O)CCN1CC[C@H](Sc1ccccc1)c1ccccc1	-1%
Cc1cc(C)c(NC(=O)CSCc2c(C)noc2C)c(Cl)c1	1%
Cc1noc(C)c1C(=O)Nc1nc(-c2cccs2)cs1	-5%
O=C(O)CCN1C(=O)c2ccc(NC(=O)CCc3ccccc3)cc2C1=O	7%
CCCCn1c(CCc2ccccc2)nc2cc3[nH]c(=O)c(C(C)C)nc3cc21	1%
COc1ccc(NC(=O)CSc2nc3ccccc3nc2N2CCCC2)c(OC)c1	18%
Cc1cn2c(=O)c(C(=O)NCc3ccc4c(c3)OCO4)cnc2s1	-2%
Cc1ccc(S(=O)(=O)N2CCN(c3ccccc3)CC2)s1	8%
CCCC1CCC(c2ccc(OCC)cc2)=CC1=O (configuration not stated)	16%
Cc1ccc(C(=O)NCC(=O)NC2CC2)cc1	1%
Cc1nn(-c2ccccc2)c(C)c1C(=O)OCC(=O)Nc1ccccc1C(F)(F)F	2%
CN(CC(=O)Nc1ccccc1C(=O)NC1CC1)Cc1ccccc1F	-8%
Cc1ccc(S(=O)(=O)Nc2ccccc2F)cc1C(=O)N1CCCC1	-1%
Cc1ccc2c(c1)C1CN(C)CCC1N2S(=O)(=O)c1cc(C(F)(F)F)ccc1Cl (configuration not stated)	-9%
CN(CC(=O)Nc1cccc(F)c1)C(=O)CSc1nc2ccccc2s1	0%
Cc1ccc(NC(=O)c2cnccn2)c(Br)c1	-2%[2.29 µM]
CCOc1ccc(S(=O)(=O)N(C)c2ccc(OCC(=O)NCC3CCCCC3)cc2)cc1	0%
CC(OC(=O)CCNS(=O)(=O)c1cccs1)C(=O)Nc1ccc(S(N)(=O)=O)cc1 (configuration not stated)	5%
COc1ccc(CN(C)C(C)C(=O)Nc2ccc(S(=O)(=O)N3CCCCC3)cc2)c(OC)c1 (configuration not stated)	-7%
C=CCn1c(COc2cccc(C)c2)nnc1SC(C)C(=O)NC1CC1 (configuration not stated)	3%

Gathered by group: the compounds so far with a Cl atom.
SMILES	L3MBTL1 block
COc1cccc(CNC(=O)c2ccc(Cl)c(S(=O)(=O)N3CCOCC3)c2)c1	-11%
O=C1CCCN1c1ccc(C(=O)N(Cc2nnc(-c3ccccc3Cl)o2)C2CC2)cc1	2%
CCN(CC(=O)Nc1ccc2c(c1)OCCO2)C(=O)C(C)Oc1ccc(Cl)cc1 (configuration not stated)	5%
O=C(Cn1nnc(-c2ccccc2Cl)n1)N1CCCCC1	0%
Cc1c(Cl)cccc1NC(=S)NCCc1ccc(Cl)cc1	-5%
Cc1ccc(C)c(N2C(=O)CC(Cc3ccc(Cl)cc3)C2=O)c1 (configuration not stated)	-1%
Cc1cc2c(cc1S(=O)(=O)NCCc1ccc(Cl)cc1)OCC(=O)N2	7%
CCCNC(=O)c1ccc(N2CCC3(CC2)CC(c2cccc(Br)c2)=NO3)c(NC(=O)c2ccc(Cl)c([N+](=O)[O-])c2)c1	-9%
O=C1c2ccc(-c3ccc(Cl)c(C(F)(F)F)c3)cc2S(=O)(=O)c2cccc(C(=O)N3CCN(c4ncc(Br)cn4)CC3)c21	-4%
COc1ccc(C)cc1NC(=O)CNC(=O)c1sc2ccccc2c1Cl	8%
CC(OC(=O)CNC(=O)c1ccc(Cl)c([N+](=O)[O-])c1)C(=O)NCc1ccco1 (configuration not stated)	-1%
Cc1nn(-c2ccc(F)cc2)c(Cl)c1C(=O)N(C)CC(=O)Nc1cccc(F)c1	5%
Cc1cc(C)c(NC(=O)CSCc2c(C)noc2C)c(Cl)c1	1%
Cc1ccc2c(c1)C1CN(C)CCC1N2S(=O)(=O)c1cc(C(F)(F)F)ccc1Cl (configuration not stated)	-9%

An excerpt (hit frequency here may not be typical).
